Bioassay records from PubChem.
AI-2 QS mod = Vibrio harveyi AI-2 quorum sensing modulation; Vibrio harveyi JMH597 AI-2 luminescence/OD600 ratio, 9 h; active compounds read low; strain lacks LuxN and CqsS sensors; 0 = neutral-control median; activity change, % at 7.5 µM; hit rate 0.4% among 300,000; AID 2094; in the data active means activity change below about -75%, passing the limit was not always enough;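 further: luminescence divided by OD600 gain over 9 h not by final OD600 alone; inactives centre near 13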
GSK3 alpha inh = human GSK-3 alpha kinase inhibition | P49840 | hit rate 0.1% among 320,000 | ADP-Glo luminescence, 60 min | inhibition, % at 10 µM;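 in the data active means inhibition above about 50%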;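 further: GST-tagged GSK-3 alpha with peptide substrate and 25 µM ATP; 0% = DMSO neutral wells and 100% = GW8510 positive control wells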
Target sequence (P49840 whole entry, looked up): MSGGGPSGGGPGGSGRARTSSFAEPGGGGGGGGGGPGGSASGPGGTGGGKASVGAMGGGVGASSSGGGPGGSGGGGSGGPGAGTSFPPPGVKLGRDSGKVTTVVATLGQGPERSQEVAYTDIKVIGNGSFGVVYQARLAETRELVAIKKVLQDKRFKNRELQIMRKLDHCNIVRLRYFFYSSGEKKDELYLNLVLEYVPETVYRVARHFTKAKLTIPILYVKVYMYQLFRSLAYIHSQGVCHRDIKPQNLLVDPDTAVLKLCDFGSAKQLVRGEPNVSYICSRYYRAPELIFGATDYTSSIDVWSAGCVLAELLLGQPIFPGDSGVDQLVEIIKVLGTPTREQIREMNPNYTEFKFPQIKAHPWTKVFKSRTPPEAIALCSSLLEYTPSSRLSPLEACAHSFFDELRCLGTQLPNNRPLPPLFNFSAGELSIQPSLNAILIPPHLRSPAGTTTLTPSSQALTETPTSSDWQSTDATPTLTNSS
HSF1 activator = increases HSF-1 driven luciferase reporter signal; hit rate 1.7% among 300,000; activation, % at 9 µM; NIH3T3-HGL HSF-1 luciferase reporter, MG132, 8 h; 100% = twice DMSO control signal;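 active means mean replicate activation of at least 50% with a set share of replicates each reaching 50%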;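 further: 0% = median of the neutral control wells and 100% = twice that signal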
HSF1 inh = HSF1 inhibition; hit rate 0.77% among 300,000; AID 2098; NIH3T3-HGL HSE-luciferase, MG132-induced, luminescence 8 h; active compounds read low; activity change, negative = inhibition, % at 7.5 µM (by protocol);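 active means more than half of replicate wells show activity change below -50%, luminescence cut by over half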;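 further: luciferase reports HSF-1 transcriptional activity via heat shock element; 0% = median of DMSO wells and -100% = zero luminescence signal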
GSK3B inh = blocks human GSK3beta kinase activity. P49841. GST-GSK3beta kinase, ADP-Glo luminescence, 60 min; active compounds read low. activity score (negative = inhibition), % at 10 µM. hit rate 0.038% among 300,000. AID 2097;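 active means more than half of replicate wells score below -50%, meaning over 50% inhibition versus plate controls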;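 further: 0% = median DMSO wells and -100% = median GW8510 positive control wells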
Target sequence (P49841 whole entry, looked up): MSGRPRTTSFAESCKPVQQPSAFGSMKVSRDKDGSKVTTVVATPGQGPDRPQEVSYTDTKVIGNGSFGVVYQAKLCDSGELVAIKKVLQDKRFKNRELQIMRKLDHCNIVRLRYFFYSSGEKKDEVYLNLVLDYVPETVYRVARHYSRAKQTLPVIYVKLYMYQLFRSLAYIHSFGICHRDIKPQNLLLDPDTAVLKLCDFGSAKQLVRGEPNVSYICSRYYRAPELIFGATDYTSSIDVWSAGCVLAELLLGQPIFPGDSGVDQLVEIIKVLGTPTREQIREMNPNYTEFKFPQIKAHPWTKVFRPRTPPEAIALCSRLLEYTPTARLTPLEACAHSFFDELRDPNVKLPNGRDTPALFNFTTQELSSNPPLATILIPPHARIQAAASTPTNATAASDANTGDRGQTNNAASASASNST
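Test system: GST-tagged human GSK3beta kinase, cell-free; evaluation: activity score scaled between in-plate DMSO and GW8510 controls; measured by: ADP-Glo luminescence; incubation: 60 min reaction, RT; benchmarks: DMSO and 20 µM GW8510; reagent: peptide substrate plus 25 µM ATP (final); medium: Tris/MgCl2 kinase buffer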
aSyn 5UTR inh = 5' untranslated region of α-synuclein, MLPCN primary screen. hit rate 0.82% among 300,000. AID 1813. inhibition, % (tested at 7.5 µM). alpha-synuclein 5'UTR reporter, inhibitor activity; in the data active means inhibition above about 60%;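 further: H4 neuroglioblastoma cells stably carrying SNCA 5'UTR luciferase fusion; 0% = DMSO wells and 100% = positive control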
HSP90 inh = blocks HSP90-mediated luciferase refolding in reticulocyte lysate; Rabbit reticulocyte lysate, luciferase refolding luminescence, 3 h; inhibition, % at 5.6 µM; hit rate 0.91% among 290,000; AID 1789;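 active means inhibition above the screen-wide mean plus 3 SD, computed separately per campaign, cut at about 16% in these data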;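 further: 0% = DMSO wells and 100% = 60 µM geldanamycin wells; inhibitors lower the luminescence because luciferase stays unfolded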
IEC-6 cytotox = IEC-6 cytotoxicity, counter-screen for KLF5 inhibitors | luminescence viability | inhibition, % at 5 µM | hit rate 0.78% among 290,000 | AID 1825; in the data active means inhibition above about 22%;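 further: 0% = plate median of test compound wells and 100% = cytotoxic reference compound wells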
PolyA inhibitor = blocks polyadenylation in yeast reporter cells | calls only at 12 µM | S. cerevisiae SKY197-pL101 polyadenylation reporter, beta-gal luminescence; efflux-impaired pdr1/pdr3 knockout yeast; score 100 = 6 SD above DMSO | hit rate 0.02% among 300,000;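 active means lowest replicate activity score at least 50, where 100 means six control SD above control mean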;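 further: yeast exposed to compound for 9 h at 30 °C; higher score means more reporter readthrough which indicates perturbed polyadenylation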
KLF5 inh = kruppel-like factor 5 inhibition | hit rate 0.23% among 290,000 | inhibition, % at 5 µM | DLD-1 KLF5 promoter-luciferase reporter, luminescence;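 active means inhibition above a per-plate limit of that plate's mean compound inhibition plus 3 SD, cut at about 60% in these data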;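 further: 0% = DMSO wells and 100% = LY294002 at 200 µM; higher means less KLF5 promoter-driven luciferase light; inactives centre near -14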
Numbers without * were called inactive. Not all compounds are listed. The share of hits here may be higher or lower than overall.

`CC(CC(=O)Nc1ccc2c(c1)OCCO2)c1ccccc1` (stereo unspecified) gave AI-2 QS mod 24, GSK3 alpha inh 0, HSF1 activator 0, HSF1 inh 8, GSK3B inh 0, aSyn 5UTR inh -161, HSP90 inh 2, IEC-6 cytotox 5, PolyA inhibitor inactive and KLF5 inh -57.
Screening COc1ccc2[nH]c(=O)c(CN(Cc3cccnc3)C(=S)NCC3CCCO3)cc2c1 (stereo unspecified) returned AI-2 QS mod 32, GSK3 alpha inh 10, HSF1 activator 12, HSF1 inh 1, GSK3B inh 0, aSyn 5UTR inh 13, HSP90 inh -1, IEC-6 cytotox 3, PolyA inhibitor inactive and KLF5 inh -15.
Screening Cc1nnc(C)n1/N=C/c1ccc(C(=O)O)cc1 returned AI-2 QS mod 22, GSK3 alpha inh 0, HSF1 activator 6, HSF1 inh 0, GSK3B inh -1, aSyn 5UTR inh 13, HSP90 inh 5, IEC-6 cytotox 6, PolyA inhibitor inactive and KLF5 inh -16.
CCC(C)N(C(=O)COc1ccc(Br)cc1C=O)C1CCS(=O)(=O)C1 (stereo unspecified) was read as AI-2 QS mod 2, GSK3 alpha inh 0, HSF1 activator 6, HSF1 inh 6, GSK3B inh 1, aSyn 5UTR inh 7 and PolyA inhibitor inactive.
For Cc1nnc(NC(=O)CSc2nccn2C)s1 the results were AI-2 QS mod 15, GSK3 alpha inh -2, HSF1 activator 4, HSF1 inh 1, GSK3B inh 1, aSyn 5UTR inh 0, HSP90 inh -2, IEC-6 cytotox 2, PolyA inhibitor inactive and KLF5 inh -29.
Screening O=C(CSc1nnnn1-c1ccccc1)Nc1nsc(-c2ccc(Cl)cc2)n1 returned AI-2 QS mod -24, GSK3 alpha inh -2, HSF1 activator -9, HSF1 inh 0, GSK3B inh 3, aSyn 5UTR inh -33, HSP90 inh 8, IEC-6 cytotox 5, PolyA inhibitor inactive and KLF5 inh -5.
`Cc1cc(Nc2cccc(F)c2)nc(NCc2ccccc2)n1` gave AI-2 QS mod 11, GSK3 alpha inh 2, HSF1 activator -2, HSF1 inh 7, GSK3B inh 0, aSyn 5UTR inh 5, HSP90 inh 3, IEC-6 cytotox 6, PolyA inhibitor inactive and KLF5 inh -44.
Screening CCCC(=O)Nc1c(-c2cccs2)c(=O)c2ccccc2n1CC returned AI-2 QS mod 20, HSF1 activator -53, HSF1 inh -42, GSK3B inh -3, aSyn 5UTR inh -2, HSP90 inh -1, IEC-6 cytotox -2, PolyA inhibitor inactive and KLF5 inh -4.
CCC1(c2ccccc2)NC(=O)N(CC(=O)Nc2ccccc2N2CCCCC2)C1=O (stereo unspecified) was read as AI-2 QS mod 14, GSK3 alpha inh 0, HSF1 activator 40, HSF1 inh 4, GSK3B inh -2, aSyn 5UTR inh 19, HSP90 inh 1, IEC-6 cytotox -2, PolyA inhibitor inactive and KLF5 inh -25.
For CCN(CC)S(=O)(=O)c1ccc(N2CC(C(=O)NCc3cccnc3)CC2=O)cc1 (stereo unspecified) the results were AI-2 QS mod 21, GSK3 alpha inh -7, HSF1 activator 0, HSF1 inh -4, GSK3B inh 3, aSyn 5UTR inh -16, HSP90 inh 0, IEC-6 cytotox -6, PolyA inhibitor inactive and KLF5 inh -15.
O=C1OC(c2ccc(Cl)cc2)/C(=C(/O)c2ccccc2)C1=O (stereo unspecified) was read as AI-2 QS mod 28, GSK3 alpha inh -15, HSF1 activator 12, HSF1 inh 4, GSK3B inh 4, aSyn 5UTR inh -67, HSP90 inh -3, IEC-6 cytotox -5, PolyA inhibitor inactive and KLF5 inh 1.
For COc1ccc([N+](=O)[O-])cc1NCc1cccnc1 the results were AI-2 QS mod 21, GSK3 alpha inh 3, HSF1 activator 4, HSF1 inh -2, GSK3B inh 0, aSyn 5UTR inh -12, HSP90 inh 1, IEC-6 cytotox 10, PolyA inhibitor inactive and KLF5 inh 8.
For CC(OC(=O)c1nccnc1N)C(=O)Nc1ccc(S(=O)(=O)N2CCCC2)cc1 (stereo unspecified) the results were AI-2 QS mod 25, HSF1 activator 12, HSF1 inh -3, GSK3B inh -1, aSyn 5UTR inh -13 and PolyA inhibitor inactive.
CC(C)N1CC=C2C(C#N)=C(N)C(C#N)(C#N)C(c3ccccc3)C2C1 (stereo unspecified) was read as AI-2 QS mod 9, GSK3 alpha inh 10, HSF1 activator -10, HSF1 inh -7, GSK3B inh -30, aSyn 5UTR inh 5, HSP90 inh 0, IEC-6 cytotox 3, PolyA inhibitor inactive and KLF5 inh -13.
Screening N=C1C(c2nc3ccccc3[nH]2)=C(O)CN1NC(=O)c1c[nH]c2ccccc12 returned AI-2 QS mod 9, GSK3 alpha inh 0, HSF1 activator 13, HSF1 inh 3, GSK3B inh 0, aSyn 5UTR inh -26, HSP90 inh 2, IEC-6 cytotox 1, PolyA inhibitor inactive and KLF5 inh -4.
Cc1cccc(C)c1OCc1cc(C(=O)NC2CCC(O)CC2)no1 (stereo unspecified) was read as AI-2 QS mod 8, GSK3 alpha inh -1, HSF1 activator -12, HSF1 inh -6, GSK3B inh 4, aSyn 5UTR inh 3, HSP90 inh -1, IEC-6 cytotox 6, PolyA inhibitor inactive and KLF5 inh -22.
`COc1ccccc1N1CCN(CC(O)c2c(C)[nH]c3ccccc23)CC1` (stereo unspecified) gave AI-2 QS mod 15, GSK3 alpha inh 1, HSF1 activator 17, HSF1 inh 3, GSK3B inh -4, aSyn 5UTR inh 9, HSP90 inh 5, IEC-6 cytotox 5, PolyA inhibitor inactive and KLF5 inh -2.
Screening Cc1ccc(NC(=O)NC(=O)CN2C(=O)NC3(CCc4ccccc43)C2=O)c(C)c1 (stereo unspecified) returned AI-2 QS mod 36, GSK3 alpha inh 0, HSF1 activator 21, HSF1 inh -5, GSK3B inh 2, aSyn 5UTR inh 7, HSP90 inh 6, IEC-6 cytotox 2, PolyA inhibitor inactive and KLF5 inh -2.
For O=c1oc(-c2cccs2)nc2sc3c(c12)CCCCC3 the results were AI-2 QS mod 3, GSK3 alpha inh -2, HSF1 activator -9, HSF1 inh -4, GSK3B inh 1, aSyn 5UTR inh -90, HSP90 inh -1, IEC-6 cytotox 1, PolyA inhibitor inactive and KLF5 inh -7.
For O=C(C1=C[C@H](c2csc3ccccc23)C[C@H](OCc2ccc(CO)cc2)O1)N1CCOCC1 the results were AI-2 QS mod 4, GSK3 alpha inh -2, HSF1 activator 6, HSF1 inh 1, GSK3B inh 4, aSyn 5UTR inh -2, HSP90 inh -2, IEC-6 cytotox -3, PolyA inhibitor inactive and KLF5 inh 5.
Screening O=c1c(C(c2c(O)nc3n(c2=O)CCS3)c2cccc3ccccc23)c(O)nc2n1CCS2 returned AI-2 QS mod 21, GSK3 alpha inh -1, HSF1 activator 4, HSF1 inh -2, GSK3B inh -1, aSyn 5UTR inh 2, HSP90 inh 2, IEC-6 cytotox -5, PolyA inhibitor inactive and KLF5 inh 0.
`COC(=O)[C@H](CC(C)C)NC(=O)NCCC1=CCCCC1` gave AI-2 QS mod 20, GSK3 alpha inh -4, HSF1 activator -1, HSF1 inh -1, GSK3B inh -1, aSyn 5UTR inh 10, HSP90 inh 2, IEC-6 cytotox -7, PolyA inhibitor inactive and KLF5 inh -16.
`CCn1ncc(Br)c1C(=O)Nc1sc2c(c1C(N)=O)CCC2` gave AI-2 QS mod 13, GSK3 alpha inh 0, HSF1 activator 3, HSF1 inh 3, GSK3B inh 1, aSyn 5UTR inh 20, HSP90 inh 0, IEC-6 cytotox -7, PolyA inhibitor inactive and KLF5 inh 22.
O=C(Cc1ccccc1)NN1C(=O)C2C3C=CC(C4CC34)C2C1=O (stereo unspecified) was read as AI-2 QS mod 19, GSK3 alpha inh -2, HSF1 activator 9, HSF1 inh -3, GSK3B inh 0, aSyn 5UTR inh -4, HSP90 inh -6, IEC-6 cytotox -4, PolyA inhibitor inactive and KLF5 inh 14.
For COc1ccc(NCc2ccc(OC)c(Cn3ccnc3)c2)c(OC)c1 the results were AI-2 QS mod -7, GSK3 alpha inh -4, HSF1 activator -5, HSF1 inh -6, GSK3B inh -1, aSyn 5UTR inh -13, HSP90 inh 2, IEC-6 cytotox -2, PolyA inhibitor inactive and KLF5 inh 2.
`Cc1ccc(C(=O)O/N=C/c2c(N3CCOCC3)n(C)c3ccccc23)cc1` gave AI-2 QS mod 0, GSK3 alpha inh -1, HSF1 activator 2, HSF1 inh -5, GSK3B inh 1, aSyn 5UTR inh 77*, HSP90 inh 1, IEC-6 cytotox -4, PolyA inhibitor inactive and KLF5 inh 8.
Screening O=c1[nH]c2ccccc2cc1CN(Cc1ccco1)S(=O)(=O)c1ccccc1 returned AI-2 QS mod 8, GSK3 alpha inh -1, HSF1 activator 16, HSF1 inh 1, GSK3B inh -3, aSyn 5UTR inh 5, HSP90 inh 2, IEC-6 cytotox -3, PolyA inhibitor inactive and KLF5 inh 1.
`CCS(=O)(=O)Nc1c(C(=O)O)[nH]c2ccccc12` gave AI-2 QS mod 24, GSK3 alpha inh 16, HSF1 activator -7, HSF1 inh -9, GSK3B inh -6, aSyn 5UTR inh 15, HSP90 inh 1, IEC-6 cytotox 0, PolyA inhibitor inactive and KLF5 inh -3.
`CCOc1cc(S(=O)(=O)Nc2ccccn2)ccc1F` gave AI-2 QS mod 16, GSK3 alpha inh -3, HSF1 activator 14, HSF1 inh 0, GSK3B inh 2, aSyn 5UTR inh 15, HSP90 inh -1, IEC-6 cytotox 4, PolyA inhibitor inactive and KLF5 inh -42.
Screening O=C(COc1ccccc1[N+](=O)[O-])N/N=C/c1ccc(O)cc1 returned AI-2 QS mod 27, HSF1 activator 13, HSF1 inh 0, GSK3B inh -51*, aSyn 5UTR inh -35, HSP90 inh -5, IEC-6 cytotox -3, PolyA inhibitor inactive and KLF5 inh -38.
COc1ccc(S(=O)(=O)N(C(C)=O)c2ccc(OC(C)=O)c3ccccc23)cc1[N+](=O)[O-] was read as AI-2 QS mod 6, GSK3 alpha inh -3, HSF1 activator 9, HSF1 inh 14, GSK3B inh 2, aSyn 5UTR inh -5, HSP90 inh -3, IEC-6 cytotox -4, PolyA inhibitor inactive and KLF5 inh -10.
O=C(CCc1nc2ccccc2s1)OCc1ccccc1 was read as AI-2 QS mod 24, GSK3 alpha inh 0, HSF1 activator -17, HSF1 inh -2, GSK3B inh 3, aSyn 5UTR inh -10, HSP90 inh 7, IEC-6 cytotox 3, PolyA inhibitor inactive and KLF5 inh -5.
`CC(=O)c1cc(C#N)c(N2CCOCC2)nc1C` gave AI-2 QS mod 13, GSK3 alpha inh -4, HSF1 activator -6, HSF1 inh -3, GSK3B inh 2, aSyn 5UTR inh 6, HSP90 inh 2, IEC-6 cytotox 1, PolyA inhibitor inactive and KLF5 inh 2.
